# Screening data from PubChem.
# Tn7 DDE FP = disrupts Tn7 cyclic peptide binding to fibrin D-Dimer-E complex; P02675; FP displacement of FITC-Tn7 peptide from fibrin DD(E); 0% = median of compound wells per plate; inhibition, % at 8.3 µM; 0.13% of 370,000 active;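 active = inhibition above the mean of compounds falling within the control limits plus 3 SD of them, cut at about 14% in these data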;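 note: 0% = plate median of compound wells and 100% = 10 µM Aha-Tn7 peptide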
# Target sequence (P02675 whole entry, looked up): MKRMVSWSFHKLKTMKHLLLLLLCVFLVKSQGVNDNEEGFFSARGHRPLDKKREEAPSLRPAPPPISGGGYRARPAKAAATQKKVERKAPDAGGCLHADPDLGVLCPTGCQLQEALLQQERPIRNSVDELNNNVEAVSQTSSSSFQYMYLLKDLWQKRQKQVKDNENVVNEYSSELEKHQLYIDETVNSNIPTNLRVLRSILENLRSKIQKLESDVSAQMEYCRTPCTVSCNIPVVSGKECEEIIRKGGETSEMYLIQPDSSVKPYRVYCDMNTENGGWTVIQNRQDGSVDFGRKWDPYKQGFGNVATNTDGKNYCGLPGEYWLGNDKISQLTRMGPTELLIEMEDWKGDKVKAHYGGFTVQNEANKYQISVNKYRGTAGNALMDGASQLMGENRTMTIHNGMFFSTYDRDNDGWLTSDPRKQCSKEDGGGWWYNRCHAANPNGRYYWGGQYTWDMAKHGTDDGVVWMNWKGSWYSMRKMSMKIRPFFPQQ
#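 Measure: % inhibition scaled between sample-field median and high-control FP; Test system: human fibrin DD(E); Quantity: 2 µM final DD(E) protein; Doses: one dose, 8.3 µM nominal; Schedule: compound with protein 10 min, then 3 h after probe, room temperature; Detection: fluorescence polarization; Medium: Tris buffer with calcium and detergent, pH 7.8.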
# HGIII-sPLA2 inh = Blocks human group III sPLA2 activity; QFRET BODIPY PC-A2 liposome hydrolysis, fluorescence; 0.56% of 370,000 active; Q9NZ20; inhibition, % at 12.2 µM; AID 743126;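 active = inhibition above mean plus 3 SD of compounds lying within the high and low control bounds, cut at about 19% in these data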;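 note: 0% = median of test compound wells and 100% = no enzyme DMSO wells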
# PLC-gamma1 inh = inhibitors of human phospholipase C gamma1 | P19174 | purified PLC-gamma1, fluorogenic substrate, fluorescence | inhibition, % at 12.2 µM | 0.84% of 370,000 active; in the data active = inhibition above about 9.5%
# PLC-beta3 inh = blocks human PLC-beta3 enzyme activity; Q01970; Purified PLC-beta3, fluorogenic substrate, fluorescence; inhibition, % at 12.2 µM; 0.18% of 370,000 active; AID 720704; in the data active = inhibition above about 11%;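 note: 0% = median of compound wells on plate and 100% = full blocker control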
# proKLK7 act = proKLK7 (human) activation, primary screen | P49862 | purified proKLK7, EDANS-DABCYL substrate fluorescence; 100% is mature enzyme control, 0% vehicle | activation, % at 7 µM | 0.9% of 370,000 active | AID 652039;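 active = activation above the mean of all tested compounds plus 3 SD, computed per campaign excluding outliers beyond control limits, cut at about 13% in these data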
# Target sequence (P49862 whole entry, looked up): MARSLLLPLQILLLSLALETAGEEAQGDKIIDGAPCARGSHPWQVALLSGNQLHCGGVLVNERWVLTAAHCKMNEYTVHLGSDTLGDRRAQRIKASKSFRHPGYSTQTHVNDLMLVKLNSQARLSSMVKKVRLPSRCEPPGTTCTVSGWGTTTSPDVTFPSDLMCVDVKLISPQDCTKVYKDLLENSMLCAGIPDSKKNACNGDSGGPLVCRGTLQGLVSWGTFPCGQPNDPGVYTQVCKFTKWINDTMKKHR
# ASAP1 GAP inh = ASAP1 ArfGAP inhibition; Q9ULH1; inhibition, % at 16.5 µM; AID 624377; 0.19% of 360,000 active; ASAP1-stimulated ARF1 GTP hydrolysis, GDP FP detection; in the data active = inhibition above about 25%;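 note: 0% = vehicle with enzyme and substrate and 100% = no enzyme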
# Rev-erbA mod = modulates human Rev-erb alpha binding to DNA | P20393 | Rev-erbα–FITC-DNA binding, fluorescence polarization, 90 min | activity, % at 10 µM | 0.79% of 370,000 active | AID 1259318;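 active = activity above about 14%, limit read from the data; passing the limit was not always enough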;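 note: 0% = DMSO wells with 35 nM protein and 100% = DMSO wells with 750 nM protein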
# UHRF1 MBD2 ctr = human UHRF1 methylated DNA binding inhibitors; Q96T88; UHRF1 binding to methylated oligo, TR-FRET; inhibition, % at 4.4 µM; 0.75% of 370,000 active; in the data active = inhibition above about 21%;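 note: UHRF1 SRA domain binding a hemimethylated CpG hairpin DNA probe; 0% = median of test compound wells and 100% = reference inhibitor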
# ARFGAP1 inh = inhibits rat ARF GTPase activating protein 1. Q62848. 0.26% of 360,000 active. Arfgap1-stimulated ARF1 GTP hydrolysis, GDP FP detection. AID 651572. inhibition, % at 16.5 µM;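 active = inhibition above a per-plate limit, mean inhibition of low control wells plus 3 SD, cut at about 25% in these data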;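 note: 0% = DMSO wells with enzyme and 100% = wells lacking Arfgap1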
# Target sequence (Q62848 1-136 limits assumed): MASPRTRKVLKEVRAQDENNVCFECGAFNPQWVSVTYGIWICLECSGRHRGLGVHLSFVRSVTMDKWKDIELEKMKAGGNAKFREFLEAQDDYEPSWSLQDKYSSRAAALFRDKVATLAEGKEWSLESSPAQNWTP
#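 Material – truncated rat Arfgap1 GAP domain · Buffer or medium – HEPES-based buffer, pH 7.5 · Reagent – human ARF1(Δ1-17)-GTP substrate · Dosing – 16.5 µM single point, 1.26% DMSO · Schedule – GTP hydrolysis reaction 2 h at 25 °C · Technique – GDP detection by fluorescence polarization · Benchmarks – No-Arfgap1 wells (100%) versus DMSO full-reaction wells (0%) · Repeats – single replicate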
# Tn6 DDE FP = inhibitors of Tn6 peptide binding to human fibrin DD(E). P02675. Fibrin DD(E) TRITC-Tn6 fluorescence polarization displacement. inhibition, % at 8.3 µM. 0.21% of 370,000 active. AID 720509;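 active = inhibition above a per-campaign cutoff: mean of compounds within control limits plus 3 SD, cut at about 15% in these data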;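 note: 0% = median of all compound wells on the plate and 100% = blocking peptide control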
# * hit, by the source's call; i = inactive.
Tn7 DDE FP,HGIII-sPLA2 inh,PLC-gamma1 inh,PLC-beta3 inh,proKLK7 act,ASAP1 GAP inh,Rev-erbA mod,UHRF1 MBD2 ctr,ARFGAP1 inh,Tn6 DDE FP,Molecule
-3,2,3,-7,-0.1,-18,-7,-1,8,-3,COC(=O)c1ccc(CNC(=O)CCNC(=O)c2ccco2)cc1
2,-12,-2,-7,-0.2,2,2,-1,11,-2,Cc1ccc2c(C)c(C(=O)NCCc3ccco3)oc2c1C
-5,2,1,-5,0.5,-5,-3,3,-2,3,C/C(=N/NC(=O)CNC(=O)Cc1ccccc1)c1ccc(Cl)cc1
-3,-8,2,-3,0.8,15,1,0,-1,2,O=[N+]([O-])c1ccc(OCCCCN2CCc3ccccc3C2)cc1
0,-1,2,4,0.9,-17,-2,-2,-8,3,COc1ccc(NC(=O)C2CCCN(S(=O)(=O)c3cccnc3)C2)cc1 (stereo not drawn)
-5,1,2,2,0.1,11,-3,-1,10,-6,COc1ccc(-c2nnc(SCC(=O)NC(C)c3ccccc3)o2)cc1OC (stereo not drawn)
1,4,-4,4,0.2,-5,3,-4,5,5,NC(=O)c1cc([N+](=O)[O-])c(Cl)cc1NCc1ccccn1
-3,-2,3,2,-0.7,-11,2,2,13,1,CC(=O)Nc1ccc(NS(=O)(=O)c2cn(C)c(=O)n(C)c2=O)cc1
-2,-20,1,3,-0.1,9,-5,-2,5,1,Clc1cccc(NCc2nnc(SCc3ccccc3)o2)c1
-1,2,0,1,0.0,2,-2,5,1,0,C=C(C)c1cccc(C(C)(C)NC(=O)N2CCN(c3ccccn3)CC2)c1
-4,3,3,6,0.2,0,-4,1,-8,6,CCC(C)N(C(=O)CSc1ccc(NC(C)=O)cc1)C1CCS(=O)(=O)C1 (stereo not drawn)
0,7,2,-1,-0.2,-9,-6,-1,-4,7,CCOC(=O)C(/C(C)=N/NC(=O)c1ccccc1[N+](=O)[O-])C(C)C (stereo not drawn)
-6,-2,-4,-7,0.3,11,37*,0,4,-11,Cc1ccc(-n2nc3cc(C)c(NC(=O)c4cccnc4)cc3n2)cc1
-6,-2,5,5,0.0,4,2,-5,-9,2,O=C(/C=C/c1ccc([N+](=O)[O-])cc1)Nc1cccnc1
3,4,6,3,0.5,19,0,1,-3,1,Cc1ccc2c(c1)C(=O)CC1(CCCC1)O2
9,3,13*,3,-0.4,13,2,-2,-4,6,COC(=O)C1=C(C)N(Cc2ccccc2)C(=NCc2cccc(C(F)(F)F)c2)N[C@H]1c1cccc(F)c1
1,-5,i,i,52*,16,0,-7,-2,2,COc1ccc(C2C=C(c3ccccc3)Nc3ncnn32)cc1 (stereo not drawn)
-1,6,5,-3,0.2,-1,5,3,24,3,Cc1ccc(NC(=O)CNS(=O)(=O)c2cccs2)cc1F
1,1,-2,-2,-0.1,-6,0,-2,-4,1,O=C(Nc1ccc(F)c(Cl)c1)[C@@H]1O[C@H](CO)[C@H](O)[C@H](O)[C@H]1O
-3,-2,1,1,-0.6,3,0,0,-4,7,COc1ccccc1C1NC(=O)NC(C)=C1C(=O)Nc1cccc(C)c1C (stereo not drawn)
-4,11,1,4,0.3,-9,-2,1,-3,-3,Cc1ccc(C2=[N+]([O-])C3(CCCCC/C3=N\NC(N)=O)N(O)C2(C)C)o1 (stereo not drawn)
0,9,-1,3,-1.1,-1,2,-1,8,4,Cc1ccc(S(=O)(=O)NCCOC(=O)Nc2sc(=S)n(C)c2C)cc1
0,-3,3,-2,-0.4,3,-4,-1,-13,-8,CCCc1nc(SCC(=O)O)c2sc(=S)n(-c3ccccc3)c2n1
-3,7,-1,-7,0.0,-7,1,2,-1,-3,COc1ccc(S(=O)(=O)c2snnc2C)cc1
-10,0,-6,-7,-0.2,-10,-3,2,0,5,CC(Sc1nnc(C(F)(F)F)n1C)C(=O)Nc1ccc(N2CCOCC2)cc1 (stereo not drawn)
0,-3,-1,-8,0.4,-6,-4,4,1,-8,CN(CC(=O)NCCc1ccc(S(N)(=O)=O)cc1)S(=O)(=O)/C=C/c1ccccc1
4,4,-53,-74,5.7,-10,-2,-2,-2,7,C/C(=C\COc1ccc2ccc(=O)oc2c1)CC[C@@H](O)C(C)(C)O
1,0,-51,-77,-1.3,2,-3,-2,11,-1,Cc1nnc(C)c2c(C)n(Cc3ccc4c(c3)OCO4)c(C)c12
2,-1,1,1,0.1,-4,4,3,10,3,CC(=O)N(Cc1cc(=O)[nH]c2ccccc12)c1ccccc1
3,1,-3,-11,0.4,14,-4,2,-2,0,Cc1oc(-c2cccs2)nc1CS(=O)CC(=O)NCc1ccc2c(c1)OCO2 (stereo not drawn)

Tn7 DDE FP,HGIII-sPLA2 inh,PLC-gamma1 inh,PLC-beta3 inh,proKLK7 act,ASAP1 GAP inh,Rev-erbA mod,UHRF1 MBD2 ctr,ARFGAP1 inh,Tn6 DDE FP,Molecule
8,12,-4,-2,-0.1,-8,-4,-3,4,0,Cc1ccc(NC(=O)Nc2nnc(CSCCOc3ccc(Cl)cc3)s2)cc1
1,-13,-13,-26,-0.1,5,3,3,7,-2,Cc1cccc(NC(=O)c2ccccc2NC(=O)c2ccco2)c1
-4,-7,0,-7,-0.1,-10,-2,0,-13,5,COc1ccc(Br)cc1CN1C(=O)NC2(CCCCCC2)C1=O
1,4,3,0,0.3,15,3,1,8,-1,CC(C)(C)c1ccc(-c2nnc(SCC(=O)NC3CC3)o2)cc1
0,2,-46,-58,-3.2,-11,-2,1,-2,9,CCSc1nc2sc3c(c2c(=O)n1-c1ccccc1)CCN(C(C)C)C3
4,11,2,0,0.2,-7,2,1,12,-3,Cc1ccc(S(=O)(=O)N2CCOCC2)c2nsnc12
0,7,0,5,0.1,-5,9,18,-2,-2,CC1(C(=O)Nc2ccc3c(c2)OCCO3)CSCC(=O)N1C1CC1 (stereo not drawn)
-1,4,0,-2,0.2,0,0,4,-11,-4,CC(C)COC(=O)N1CC(O)CC1C(=O)Nc1ccc2c(c1)OCO2 (stereo not drawn)
9,-6,5,2,0.5,-12,3,-2,-6,11,COc1cccc(CNC(=O)[C@H]2CCCN2C(=O)[C@H]2CCCN2S(=O)(=O)c2cccc(C)c2)c1
-2,-1,6,11*,-0.1,1,1,3,-6,1,CCN1C(=O)c2ccccc2S(=O)c2ccc(C(=O)N3CCCCCC3)cc21 (stereo not drawn)
2,4,-3,-7,2.5,-1,-8,0,-2,4,O=C(OCc1cc(=O)n2ccsc2n1)c1ccccc1O
4,3,3,7,-0.3,-7,2,2,8,0,CCN1C(=O)c2ccccc2S(=O)c2ccc(C(=O)NCCCN3CCCC3=O)cc21 (stereo not drawn)
-7,2,-3,-4,-0.1,12,1,-2,13,2,O=C(OCCN1CCCCC1)c1ccccc1Br
-5,2,1,3,-0.3,18,-6,0,4,3,CC1=CC(C)(C)N(C(=O)Nc2ccccc2)c2ccccc21
-3,2,0,5,0.4,-5,-3,-1,1,2,Cc1nc(N2CCN(S(=O)(=O)c3ccc(F)cc3)CC2)c2c(-c3cccs3)csc2n1
5,3,-5,-5,0.1,-7,-5,3,9,0,C/C(=N/NC(=O)CNC(=O)C1COc2ccccc2O1)c1ccc2c(c1)OCCO2 (stereo not drawn)
5,5,-1,-7,0.1,-2,2,2,6,2,O=C(Nc1c2c(nn1-c1ccc([N+](=O)[O-])cc1)CS(=O)(=O)C2)c1ccccc1F
8,2,3,-5,-0.6,3,4,2,2,0,O=[N+]([O-])c1ccc(N/N=C2\CC3CC=CC23)c([N+](=O)[O-])c1 (stereo not drawn)
7,0,-2,-7,0.2,6,-5,0,-7,-2,COc1ccc(CC(=O)Nc2ccccc2N2CCCCC2)cc1OC
2,14,-6,-10,-0.5,-4,4,-1,-4,0,O=C(NC(=S)N1CCc2ccccc21)c1ccc(Br)o1
-4,-14,-5,-5,-1.0,8,1,0,5,6,COc1ccc(C)cc1N1C(=N)/C(=C2/Nc3ccccc3S2)C(c2ccccc2)C1=O (stereo not drawn)
0,-7,2,1,0.1,-1,1,-4,8,7,CCC(=O)N/N=C(\C)CC(=O)Nc1cc(Cl)ccc1C
0,-2,5,4,-0.2,-3,-1,-26,-5,-7,CCSc1nnc(-c2ccccc2N=Cc2c(C)[nH]n(-c3ccccc3)c2=O)c(=O)[nH]1
0,-6,0,1,-0.1,0,-1,0,9,3,COc1cc(C(=O)N2CCN(S(=O)(=O)c3ccc(C)cc3)CC2)ccc1OCc1c(C)noc1C
-3,2,3,-2,0.3,-2,2,1,-10,-6,CN(c1cccc(NC(=O)c2cccc([N+](=O)[O-])c2)c1)S(C)(=O)=O
-2,-1,-21,-31,-1.6,4,-6,1,3,1,COc1cccc2cc(C(=O)n3ccc(C)n3)c(=O)oc12
-13,-3,-2,1,-0.1,3,-1,-1,8,-3,O=C(NCCN1CCC(n2c(=O)[nH]c3ccccc32)CC1)c1cccc2c1-c1ccccc1C2=O
-1,-1,6,4,0.0,-9,3,-2,-1,-3,COc1cc(S(=O)(=O)NC2CCCC2)c(OC)cc1Cl
-9,9,6,-3,0.4,-3,-12,1,4,-13,COc1ccc2c(c1)c1nnc(SCC(=O)Nc3ccccc3F)nc1n2C
7,6,-1,3,0.7,-7,1,1,-7,2,CC12C(=O)N(c3ccc(OC(=O)c4ccco4)cc3)C(=O)C1C1c3ccccc3C2c2ccccc21 (stereo not drawn)
1,-8,-5,-10,-0.7,-15,-10,-2,-2,0,CC(=NNC(=O)c1ccc(NS(=O)(=O)c2cccs2)cc1)c1ccc(OCC(N)=O)cc1
-1,1,-9,-25,-2.4,6,-15,13,14,-4,O=C(CSc1nc2c(sc3ccccc32)c(=O)n1CCCN1CCCC1)NCc1ccco1

# Four compounds picked at random from those above:
Tn7 DDE FP,HGIII-sPLA2 inh,PLC-gamma1 inh,PLC-beta3 inh,proKLK7 act,ASAP1 GAP inh,Rev-erbA mod,UHRF1 MBD2 ctr,ARFGAP1 inh,Tn6 DDE FP,Molecule
-4,-7,0,-7,-0.1,-10,-2,0,-13,5,COc1ccc(Br)cc1CN1C(=O)NC2(CCCCCC2)C1=O
8,12,-4,-2,-0.1,-8,-4,-3,4,0,Cc1ccc(NC(=O)Nc2nnc(CSCCOc3ccc(Cl)cc3)s2)cc1
8,2,3,-5,-0.6,3,4,2,2,0,O=[N+]([O-])c1ccc(N/N=C2\CC3CC=CC23)c([N+](=O)[O-])c1 (stereo not drawn)
-3,2,3,-2,0.3,-2,2,1,-10,-6,CN(c1cccc(NC(=O)c2cccc([N+](=O)[O-])c2)c1)S(C)(=O)=O

# By substructure: the compounds so far containing a CF3 group (two)
Tn7 DDE FP,HGIII-sPLA2 inh,PLC-gamma1 inh,PLC-beta3 inh,proKLK7 act,ASAP1 GAP inh,Rev-erbA mod,UHRF1 MBD2 ctr,ARFGAP1 inh,Tn6 DDE FP,Molecule
9,3,13*,3,-0.4,13,2,-2,-4,6,COC(=O)C1=C(C)N(Cc2ccccc2)C(=NCc2cccc(C(F)(F)F)c2)N[C@H]1c1cccc(F)c1
-10,0,-6,-7,-0.2,-10,-3,2,0,5,CC(Sc1nnc(C(F)(F)F)n1C)C(=O)Nc1ccc(N2CCOCC2)cc1 (stereo not drawn)
